CHRM1 antagonist = human CHRM1 antagonism. P11229. CHO-K1 hM1, Fluo-8 calcium fluorescence, ACh EC80 antagonist. inhibition, % at 3 µM. 360,000 tested, 1.3% active. AID 588852;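 active = percent inhibition above its own plate's cutoff, namely the mean of that plate's compound wells plus 3 SD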;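 also: peak over basal fluorescence ratio during 140 s after agonist addition; 0% = ACh EC80 plus DMSO and 100% = DMSO alone without agonist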
TAAR1 ag = agonists of human TAAR1; activation, % at 3 µM; 360,000 tested, 0.99% active; Q96RJ0; AID 624467; CHO RD-HGA16 TAAR1, Fluo-8 calcium fluorescence; vehicle wells 0%, saturating PEA agonist 100%;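 active = activation above the mean activation of all test compounds in the run plus 3 SD, cut at about 38% in these data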
Target sequence (Q96RJ0 whole entry, looked up): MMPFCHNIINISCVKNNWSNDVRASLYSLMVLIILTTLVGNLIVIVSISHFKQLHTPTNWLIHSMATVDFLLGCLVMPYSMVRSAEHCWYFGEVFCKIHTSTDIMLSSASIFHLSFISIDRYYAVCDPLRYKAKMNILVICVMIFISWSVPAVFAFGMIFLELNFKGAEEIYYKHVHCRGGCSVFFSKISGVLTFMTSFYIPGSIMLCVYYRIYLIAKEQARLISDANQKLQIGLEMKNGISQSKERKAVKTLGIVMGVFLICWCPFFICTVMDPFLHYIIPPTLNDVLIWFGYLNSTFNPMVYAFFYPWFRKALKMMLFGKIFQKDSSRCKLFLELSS
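Test system: RD-HGA16 (CHO) cells co-expressing Gα16 and hTAAR1; dosing: one-point dosing at 3 µM (nominal); timing: 17-24 h seeding, 75 min 37 °C dye, 30 min RT; signal: kinetic Fluo-8 calcium fluorescence; read-out basis: % activation relative to PEA EC100 response; controls: DMSO and PEA EC100; replicates: n 1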
CHRM5 antagonist = blocks acetylcholine activation of human M5 receptor | AID 624040 | CHO-hM5 cells, Fluo-8 calcium fluorescence, ACh EC80 | inhibition, % at 3 µM | 360,000 tested, 0.59% active | P08912;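 active = inhibition above a per-plate cutoff, the mean of that plate's test compounds plus 3 SD, cut at about 27% in these data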;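 also: 0% = acetylcholine EC80 with DMSO and 100% = DMSO without agonist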
CHRM5 agonist = agonists of human muscarinic M5 receptor (CHRM5) | P08912 | CHO-K1 hM5 cells, Fluo-8 calcium fluorescence; 0% DMSO wells, 100% maximal acetylcholine response | activation, % at 3 µM | 360,000 tested, 0.19% active | AID 624037;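 active = activation above the run's mean over test compounds plus 3 SD, cut at about 23% in these data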;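 also: signal is peak over basal fluorescence ratio across the kinetic read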
CHRM4 antagonist = blocks acetylcholine activation of human M4 receptor | CHO-hM4 cells, ACh EC80, Fluo-8 calcium fluorescence | inhibition, % at 3 µM | 360,000 tested, 0.73% active;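 active = inhibition above its plate's cutoff, the mean inhibition of sample wells plus 3 SD, cut at about 27% in these data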;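 also: 0% = acetylcholine EC80 with DMSO and 100% = DMSO without agonist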
Target sequence (P08173 whole entry, looked up): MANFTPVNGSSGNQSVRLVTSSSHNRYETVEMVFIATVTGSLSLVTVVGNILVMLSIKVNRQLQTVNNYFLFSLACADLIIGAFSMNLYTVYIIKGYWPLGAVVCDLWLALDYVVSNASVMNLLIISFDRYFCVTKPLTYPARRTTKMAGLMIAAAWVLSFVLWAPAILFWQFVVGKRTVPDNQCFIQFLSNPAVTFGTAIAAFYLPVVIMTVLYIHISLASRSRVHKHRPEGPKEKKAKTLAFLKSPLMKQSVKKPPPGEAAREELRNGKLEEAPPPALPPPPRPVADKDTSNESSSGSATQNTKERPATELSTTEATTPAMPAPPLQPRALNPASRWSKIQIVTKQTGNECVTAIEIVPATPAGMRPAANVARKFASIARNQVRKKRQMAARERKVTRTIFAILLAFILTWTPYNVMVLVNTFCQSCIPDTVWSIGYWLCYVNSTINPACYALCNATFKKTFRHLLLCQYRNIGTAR
M1 ag = human M1 muscarinic receptor agonism. CHO-K1 hM1, Fluo-8 calcium fluorescence, agonist mode; 0% DMSO, 100% acetylcholine EC100. activation, % at 3 µM. 360,000 tested, 0.33% active. AID 588814;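 active = activation above the run's mean compound activation plus 3 SD, cut at about 16% in these data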;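 also: peak over basal fluorescence ratio within a 140 s kinetic read after compound addition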
M4 ag = CHRM4 agonism in calcium assay | P08173 | CHO-K1 hM4/Gqi5, Fluo-8 calcium fluorescence; vehicle 0%, full acetylcholine response 100% | activation, % at 3 µM | 360,000 tested, 0.14% active;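 active = activation above the run mean over all test wells plus 3 SD, cut at about 32% in these data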;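 also: peak over basal fluorescence ratio per well then scaled between controls; 0% = DMSO wells and 100% = acetylcholine at EC100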
CHRM5 PAM = CHRM5 positive allosteric modulation | P08912 | CHO-K1 hM5, Fluo-8 calcium, ACh EC20 PAM; 0% = ACh EC20, 100% = ACh EC100 | activation, % at 3 µM | 360,000 tested, 0.3% active;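 active = activation above the run cutoff, the mean activation of all test compounds plus 3 SD, cut at about 18% in these data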
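Measured by: Fluo-8 calcium fluorescence; material: human M5 receptor in CHO-K1 cells; schedule: Post-acetylcholine fluorescence recording 140 s; benchmarks: low control EC20 acetylcholine (0%), high control EC100 acetylcholine (100%); read-out: Max/basal fluorescence ratio as % of EC20–EC100 ACh window; compound: single dose, 3 µM nominal final test concentration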
CHRM1 PAM = human CHRM1 positive allosteric modulation; CHO-K1 hM1, Fluo-8 calcium fluorescence, ACh EC20; 0% = ACh EC20, 100% = maximal ACh; 360,000 tested, 0.088% active; P11229; activation, % at 3 µM; AID 588819; in the data active = activation above about 19%, passing the limit was not always enough
* marks the source's active call; other numbers are inactive results; / = no result given.

SMILES	CHRM1 antagonist	TAAR1 ag	CHRM5 antagonist	CHRM5 agonist	CHRM4 antagonist	M1 ag	M4 ag	CHRM5 PAM	CHRM1 PAM
COc1cnc(SCCC(F)=C(F)F)[nH]c1=O	4	6	-3	3	-3	-4	11	-6	-2
Cc1ccc(C)c(NC(=O)c2nnn(Cc3ccccc3C)c2N)c1	6	19	-3	5	5	-2	3	1	-4
Nc1c(C(=O)NC2CCCCC2)nsc1C(=O)OCC(=O)NC1CCCCC1	-5	1	-2	0	6	0	0	-2	5
COC(=O)[C@@]1(C)[C@H]2C(=O)N(C)C(=O)[C@H]2[C@H]2CN(C)C(=NC3CCCCC3)N21	-6	1	5	-1	14	-7	-1	-6	-2
CCCCCCCC(=O)OCC(O)CO (stereo unspecified)	-27	2	-6	0	-11	-2	1	2	5
O=C(Nc1cccc(C(F)(F)F)c1)C(SCCO)c1ccccc1 (stereo unspecified)	4	6	-2	1	4	-8	3	-3	-1
O=C(NCc1ccccn1)Nc1cccc(Cl)c1	-22	4	-1	4	-3	1	2	-7	-1
O=C(CSc1nc(-c2ccccc2)cs1)NCCN1C(=O)CSC1=O	2	0	11	6	4	-4	2	-1	1
CN(c1ccc(OCC(=O)NC2=NCCS2)cc1)S(=O)(=O)c1ccc(F)cc1	3	0	3	0	-19	-5	2	-2	-3
O=S(=O)(c1ccc(F)cc1)N1CCN(Cc2cc3c(cc2Br)OCCO3)CC1	-5	-2	14	4	5	-5	2	-14	3
Fc1ccc(-c2csc(-c3ccccn3)n2)cc1F	-20	14	-6	-3	5	-1	0	-2	13
O=C(CN1CCN(C(=O)c2cncn2-c2ccc(F)cc2)CC1)Nc1ccccc1C(F)(F)F	0	18	5	2	-19	-2	3	-5	-3
C=CCNC(=O)CSc1nc2cc(C(=O)OCC)ccc2n1CC	-7	2	18	-1	-2	-5	1	-6	3
COc1ccccc1CNc1nc(NCc2ccccc2)nc2ccsc12	26	50*	76*	36*	92*	6	75*	-22	-14
CC1CCC(NC(=O)CN2CCN(S(=O)(=O)c3ccc(Br)s3)CC2)CC1 (stereo unspecified)	-14	24	0	1	-12	3	4	-6	6
COC(=O)c1c(-c2ccc(OC)cc2)oc2ccc(-c3cc(OC)c(OC)c(OC)c3)cc12	-6	7	-1	2	5	-4	0	10	3
O=C(CSc1ncccn1)Nc1cc(Cl)ccc1[N+](=O)[O-]	-10	11	-1	-3	2	-2	0	4	9
COc1ccccc1C1CCN(Cc2ccccc2Cl)CC1	-3	13	4	-11	-8	-9	0	-4	-4
CC1(C(=O)Nc2ccc3c(c2)OCO3)Cc2c(-c3ccc4c(c3)OCO4)ccnc2O1 (stereo unspecified)	13	0	2	-1	-6	-1	0	-6	-10
CSc1cc(-c2ccccc2)n(Cc2ccc(Cl)cc2Cl)c(=O)c1C#N	-11	7	-1	-2	-5	-3	0	5	7
COC(=O)c1ccc2[nH]c(C(C)(C)O)c(C)c2c1	-5	3	1	-2	4	-6	3	6	8
O=c1oc2ccccc2c2c1nnn2CCO	-8	4	5	1	-5	-5	1	3	11
CC(OC(=O)C1=COCCO1)C(=O)Nc1ccc(Cl)cn1 (stereo unspecified)	7	0	3	-6	-14	0	0	-13	2
Cc1csc(NC(=O)c2ccc(N3CCCC3=O)cc2)n1	4	14	-6	1	1	-3	1	1	2
O=C1NCCCCC1NS(=O)(=O)c1cccc(C(F)(F)F)c1 (stereo unspecified)	0	0	4	-2	-2	-4	-1	2	-4
N#Cc1ccccc1S(=O)(=O)N1CCN(c2ccc(S(=O)(=O)N3CCOCC3)cn2)CC1	-9	4	5	-3	-14	-1	3	7	7
CCN(CC)S(=O)(=O)c1cccc(NC(=O)CN2C(=O)NC3(CCC(C)CC3)C2=O)c1 (stereo unspecified)	-11	-1	-2	1	-8	-1	0	-3	6
O=C(Nc1ccccc1)c1cccc(N2C(=O)C3C4C=CC(C4)C3C2=O)c1 (stereo unspecified)	9	1	-3	0	1	-1	5	-1	-1
N=C1C(c2ccccc2)=C(O)CN1c1cccc(S(N)(=O)=O)c1	11	1	-1	-2	0	-5	1	0	-3
CCOc1cccc(CN2CCC(N3CCC(C(=O)NCC4CCCO4)CC3)CC2)c1 (stereo unspecified)	0	0	4	-4	7	-6	-1	-2	1
CCOC(=O)N1CCN(S(=O)(=O)c2ccc(OCC)c(C)c2)CC1	-16	12	-6	0	-8	-1	2	-4	10
C=CCn1c(SCc2nc3cc(C(F)(F)F)ccc3c(=O)[nH]2)nc2sc(CC)cc2c1=O	-5	0	3	-4	-5	-5	1	0	9
COc1ccc2oc(=O)cc(CN3CCN(Cc4ccc(OC)c(OC)c4OC)CC3)c2c1	-12	0	13	-5	4	-9	2	-4	1
O=C(Nc1cccc(F)c1)Nc1ccc2c(c1)OCO2	1	24	4	4	-1	5	13	-7	2
C=CCn1c(SCc2nc3sc(C(=O)O)c(C)c3c(=O)[nH]2)nnc1-c1ccc(C(C)(C)C)cc1	-7	-1	11	-4	3	-6	0	-3	5
Cc1cccc(NC(=O)Nc2c(C)[nH]c(=O)[nH]c2=O)c1C	-3	2	2	-2	10	-2	0	0	1
O=C(Nc1ccc(Cl)cc1)Nc1ccc(Br)cn1	-5	4	6	-2	3	-3	0	-2	5
CN(C)c1ccc(/C=N/NC(=S)NCc2ccco2)cc1	11	4	18	-2	5	-5	0	-7	-6
Cc1[nH]c(=O)c(Cc2ccccc2)c(O)c1C#N	-16	1	8	-3	0	-1	0	-2	9
O=S(=O)(c1ccccc1)N1CCN(c2ccnc3cc(Cl)ccc23)CC1	3	6	17	-3	5	-7	9	-13	-9
O=C(O)CNC(=O)/C(=C\c1cccc([N+](=O)[O-])c1)NC(=O)c1ccco1	-10	1	2	0	-9	-1	1	-1	3
Cc1ccc(C=Nc2ccccc2C(N)=O)s1	4	1	-3	-3	-2	-8	0	2	0
CC(C)C(=O)COc1c2occc2cc2ccc(=O)oc12	-2	0	2	1	-16	-3	1	4	-1
CC(C)CNC(=O)c1ccccc1NC(=O)CN(c1ccccc1)S(=O)(=O)N(C)C	11	9	3	4	-3	-4	10	8	-9
Cc1cc(Cl)nc(SCC(=O)c2ccccc2)n1	-17	-1	-1	-6	-2	-6	0	1	11
CN(c1ccccc1)c1cc(=O)[nH]c(=O)[nH]1	-6	0	0	1	-5	-2	1	2	6
O=C(CSc1nc(O)cc(=O)n1-c1ccccc1)Nc1ccc(Br)cn1	-9	1	0	0	-7	0	0	10	13
O=C(O)c1ccc(N=N/C(=N\Nc2ccc(C(=O)O)cc2)c2ccccc2)cc1	5	4	7	3	3	-4	1	4	0
COc1ccc(C2CC(C(F)(F)F)n3ncc(C(=O)NCC4CCCO4)c3N2)cc1OC (stereo unspecified)	-12	1	-1	-1	5	0	0	7	13
Cc1cc(C)c(S(=O)(=O)N2CCCC2=O)c(C)c1N(C)S(C)(=O)=O	4	1	-2	1	1	-2	1	-2	-1
CC1(C)CC(=O)c2cc(OCC(=O)O)ccc2O1	-2	2	3	-1	-3	-4	1	1	8
Cc1cccc(NC(=O)c2cccc(C(=O)Nc3cccc(C)c3)c2)c1	-15	3	1	-2	2	-2	0	-1	8
O=C(CSc1ncc(-c2ccc(F)cc2)[nH]1)N1CCCCC1	-12	14	2	1	-8	-3	1	-3	10
COc1ccc(CNC(=O)CN2CCN(C(c3ccccc3)c3ccccc3)CC2)cc1	34*	9	7	-13	-2	-6	0	-7	-19
CS(=O)(=O)c1ccc2nc(NC(=O)c3ccc(N4CCCC4=O)cc3)sc2c1	-16	12	4	0	-2	0	1	0	10
Cc1[nH]nc2c1C(c1cccc(O)c1)C1=C(CC(C)(C)CC1=O)N2 (stereo unspecified)	-13	8	0	3	4	-1	1	1	14
COc1ccccc1N1CCN(C(=O)CSc2ccc3c(C)cc(C)nc3n2)CC1	-12	6	-2	-2	-1	-2	5	0	8
COc1ccc(NC(=O)CCCCCN2C(=O)[C@@H]3Cc4ccccc4CN3C2=O)cc1Cl	-2	1	3	2	-7	-1	15	-1	0
COc1cccc(C(=O)Nc2ccc(C)cc2)c1	8	8	1	-4	-3	-9	0	4	0
C#CCNS(=O)(=O)c1ccc(F)cc1Br	-14	0	8	-1	1	-2	0	0	14

Record cards (already shown). Order of screens: CHRM1 antagonist | TAAR1 ag | CHRM5 antagonist | CHRM5 agonist | CHRM4 antagonist | M1 ag | M4 ag | CHRM5 PAM | CHRM1 PAM
Cc1cc(C)c(S(=O)(=O)N2CCCC2=O)c(C)c1N(C)S(C)(=O)=O as listed: 4 | 1 | -2 | 1 | 1 | -2 | 1 | -2 | -1
Cc1[nH]nc2c1C(c1cccc(O)c1)C1=C(CC(C)(C)CC1=O)N2 (stereo unspecified) as listed: -13 | 8 | 0 | 3 | 4 | -1 | 1 | 1 | 14
O=C(O)c1ccc(N=N/C(=N\Nc2ccc(C(=O)O)cc2)c2ccccc2)cc1 as listed: 5 | 4 | 7 | 3 | 3 | -4 | 1 | 4 | 0
CN(c1ccccc1)c1cc(=O)[nH]c(=O)[nH]1 as listed: -6 | 0 | 0 | 1 | -5 | -2 | 1 | 2 | 6

New compounds follow
SMILES	CHRM1 antagonist	TAAR1 ag	CHRM5 antagonist	CHRM5 agonist	CHRM4 antagonist	M1 ag	M4 ag	CHRM5 PAM	CHRM1 PAM
Cc1nn(C)cc1CN(C)C(=O)c1cc(-c2ccccc2)nc2ccc(Br)cc12	34*	17	23	-1	7	-1	18	-26	-7
C=CCOc1cccc(C2/C(=C(\O)c3ccc4c(c3)OCCO4)C(=O)C(=O)N2Cc2cccnc2)c1 (stereo unspecified)	-2	0	0	-1	-3	-2	1	1	0
Cc1c(Cl)cc(C(C)C)c(O)c1CN1CCOCC1	3	18	5	2	2	3	-1	1	16
O=C(NC(=S)N1CCN(c2nc(-c3ccccc3)cs2)CC1)c1cncc(Br)c1	1	4	6	0	10	-4	1	-4	9
COC(=O)c1ccc(Cc2ccccc2)o1	-6	10	-7	-2	1	-3	-1	2	6
CC(=O)N1c2ccc(S(=O)(=O)N(C)Cc3ccco3)cc2CC1C (stereo unspecified)	-4	1	14	0	1	-3	6	-5	2
CC1=C(C(=O)OC(C)C)C(C)C(C(=O)OC(C)C)=C(C)N1	-7	10	-5	-7	3	-8	-3	-7	5
COCc1cn(CC(=O)c2sc(NC(=O)C(C)(C)C)nc2C)nn1	/	1	3	3	4	/	1	2	/
CSc1ccc(C#N)cc1NC(=O)c1ccccc1	-6	1	-2	-4	-1	-7	1	0	1
N#Cc1cc2c(nc1SCC(=O)Nc1sc3c(c1C#N)CCC3)CCCC2	1	5	-7	-5	-7	-4	0	1	3
CC(/C=C/c1ccccc1)=N/NC(=O)CCC(=O)Nc1ccccc1C	-10	-4	9	-1	4	-6	0	-6	1
Cc1nc2c3ccccc3n(Cc3ccccc3F)c2s1	0	14	10	-1	5	-5	3	-8	-6
CN(CC(=O)Nc1ccc(C#N)cc1)Cc1ccc(Cl)cc1Cl	10	4	27*	-6	17	-4	2	-23	-12
Cc1cc(Cl)ccc1OCCCC(=O)OCC(=O)Nc1cccc(S(N)(=O)=O)c1	-7	17	15	0	-15	5	3	-13	23

Screening results: PubChem, The Scripps Research Institute Molecular Screening Center

An excerpt, so the mix of outcomes need not match the whole.
